SENP1 FRET inh – inhibitors of human SENP1 SUMO protease catalytic domain. inhibition, % at 10 µM. recombinant SENP1 catalytic domain, CyPet-SUMO1-YPet FRET cleavage. 360,000 tested, 0.21% active;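 active = inhibition at least 30% at 10 µM, raw YFP signal under a set limit, fluorescence ratio 0.5 to 1.5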;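 note: 0% = enzyme with DMSO and 100% = no enzyme wells; some results filed as inactive read as strong as hits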
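system = hSENP1 catalytic domain, recombinant | reagent = SFCypet-SUMO1-SFYpet substrate at 25 nM | doses = one dose per compound, 10 µM, 0.5% DMSO | incubation = enzyme reaction for 50 min at room temperature, dark | measured by = FRET, CFP and YFP emission | controls = no-enzyme low, enzyme-DMSO high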
PfGluPho inh – PfG6PD (Plasmodium falciparum) enzyme inhibition; PfGluPho enzyme, NADPH resazurin-diaphorase fluorescence; inhibition, % at 20 µM; 350,000 tested, 0.78% active; AID 504690;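 active = inhibition reaching at least a set limit at 20 µM in the primary screen, cut at about 59% in these data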;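 note: 0% = DMSO wells with substrate and 100% = DMSO wells lacking glucose-6-phosphate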
SENP7 block – inhibitors of human SENP7 protease. Q9BQF6. recombinant SENP7, Z-RLRGG-aminoluciferin luminescence, 40 min. inhibition, % at 5 µM. 330,000 tested, 1.5% active;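 active = inhibition above about 50% at the single test dose, limit read from the data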;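 note: plate controls were DMSO with enzyme for no effect and no enzyme buffer wells for full effect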
Target sequence (Q9BQF6 706-1050 limits assumed): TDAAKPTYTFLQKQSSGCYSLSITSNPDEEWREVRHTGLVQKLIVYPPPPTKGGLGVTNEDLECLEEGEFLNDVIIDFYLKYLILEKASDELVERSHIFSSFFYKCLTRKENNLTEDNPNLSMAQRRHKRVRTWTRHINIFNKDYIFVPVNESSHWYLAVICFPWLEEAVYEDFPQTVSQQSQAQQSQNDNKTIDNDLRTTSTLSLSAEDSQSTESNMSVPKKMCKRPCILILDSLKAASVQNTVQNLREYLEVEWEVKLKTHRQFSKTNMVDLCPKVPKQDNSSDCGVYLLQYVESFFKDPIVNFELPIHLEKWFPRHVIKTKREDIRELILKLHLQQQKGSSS
SENP6 inh – SENP6 protease inhibition. 330,000 tested, 1.8% active. Q9GZR1. Recombinant SENP6 catalytic domain, aminoluciferin luminescence. inhibition, % at 10 µM. AID 2599;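 active = inhibition above about 50% at the single tested dose, limit read from the data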;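 note: plate controls were DMSO wells with enzyme for no effect and DMSO wells lacking enzyme for full effect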
Target sequence (Q9GZR1 628-1112 limits assumed): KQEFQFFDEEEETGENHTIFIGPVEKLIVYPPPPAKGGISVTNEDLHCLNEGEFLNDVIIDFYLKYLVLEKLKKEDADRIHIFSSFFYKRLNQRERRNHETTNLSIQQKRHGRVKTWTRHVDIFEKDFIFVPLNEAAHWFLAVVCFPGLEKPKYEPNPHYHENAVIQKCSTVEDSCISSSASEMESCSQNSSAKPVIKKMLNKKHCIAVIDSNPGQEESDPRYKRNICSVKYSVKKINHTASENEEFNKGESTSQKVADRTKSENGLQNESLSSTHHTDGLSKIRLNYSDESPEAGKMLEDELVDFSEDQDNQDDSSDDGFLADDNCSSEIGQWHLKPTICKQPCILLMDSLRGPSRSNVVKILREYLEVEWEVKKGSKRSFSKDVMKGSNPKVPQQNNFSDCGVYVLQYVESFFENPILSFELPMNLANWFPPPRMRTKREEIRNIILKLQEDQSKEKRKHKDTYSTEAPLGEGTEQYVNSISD
HKDC1 inh – HKDC1 (human) hexokinase inhibition; 340,000 tested, 0.16% active; inhibition, % at 20 µM; recombinant HKDC1, G6PDH/diaphorase resazurin coupled fluorescence; Q2TB90;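 active = inhibition above about 35% when tested at 20 µM, limit read from the data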;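 note: plate controls were DMSO wells with enzyme for no effect and DMSO wells lacking enzyme for full effect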
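Test system: Recombinant HKDC1 (HK5) hexokinase enzyme, produced in-house | Input: HKDC1 at 5 µg/mL | Buffer or medium: Tris pH 8.0 buffer with MgCl2, Tween-20, BSA, BME | Schedule: 90 min reaction incubation at room temperature, dark | Technique: Resazurin-to-resorufin fluorescence via G6PDH and diaphorase coupling, 525/613 nm | Controls: DMSO wells with and without enzyme mix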
SENP8 block-1 – inhibitors of human SENP8 protease | Q96LD8 | purified SENP8, Z-RLRGG-aminoluciferin cleavage, luminescence | inhibition, % at 10 µM | 330,000 tested, 1.2% active | AID 2540; in the data active = inhibition above about 50%
Target sequence (Q96LD8 whole entry, looked up): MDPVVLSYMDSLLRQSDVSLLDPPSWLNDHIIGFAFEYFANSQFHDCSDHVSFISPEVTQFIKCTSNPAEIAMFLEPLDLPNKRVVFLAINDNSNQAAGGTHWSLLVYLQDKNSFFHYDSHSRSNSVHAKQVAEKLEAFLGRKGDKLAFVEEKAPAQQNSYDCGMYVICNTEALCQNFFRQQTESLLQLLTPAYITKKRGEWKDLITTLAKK
SENP8 block-2 – blocks human SENP8 cleavage of Nedd8 substrate. recombinant SENP8, Nedd8 substrate fluorescence. inhibition, % at 20 µM. 360,000 tested, 0.64% active. AID 602440. Q96LD8; in the data active = inhibition mostly above about 40%, no sharp cut-off; inactive = mostly below about 27%
beta cell repl – MIN6 beta-cell proliferation induction; proliferation, % at 10 µM; 330,000 tested, 0.29% active; AID 2380; MIN6 cells proliferation, ATPlite luminescence, 48 h; cells starved in 0.2% serum; 100% = growth in 10% serum;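 active = compounds whose signal lies at least 3.5 SD above the mean of all wells on their plate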;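 note: 0% = DMSO-treated cells in low-serum medium and 100% = 10% serum control; some compounds called inactive have numbers as strong as hits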
UBC13 inh – inhibitors of human UBC13 polyubiquitin chain formation; 330,000 tested, 0.47% active; inhibition, % at 20 µM; TR-FRET; P61088; AID 485273; in the data active = inhibition above about 45%, passing the limit was not always enough
* hit, by the source's call; x = no result given.

Values run as follows: SENP1 FRET inh	PfGluPho inh	SENP7 block	SENP6 inh	HKDC1 inh	SENP8 block-1	SENP8 block-2	beta cell repl	UBC13 inh
> CCOn1c(=O)c(-c2cccc([N+](=O)[O-])c2)[n+]([O-])c2ccccc21
    -10	23	-1	-4	-13	-8	-109	0	-7
> Cc1ccccc1Cn1cnc2c(nnn2Cc2ccc(F)cc2)c1=O
    1	4	8	0	-11	2	7	-1	9
> CCn1ncc([N+](=O)[O-])c1C(=O)N1CCc2ccccc2C1
    2	7	0	0	1	-5	-6	-2	6
> O=S(=O)(NC1CC1)c1ccc(S(=O)(=O)N2CCc3ccccc32)cc1
    0	-13	-5	-15	-8	-12	4	1	-6
> COc1ccc(NC(=O)CN(C)S(=O)(=O)c2ccccc2)cc1OC
    2	-6	6	-11	-7	5	20	0	8
> Cc1ccc(CC(=O)N(C)CC(=O)N(CC(C)C)c2c(N)n(CC(C)C)c(=O)[nH]c2=O)cc1C
    -7	4	5	-4	-5	-7	-8	0	-2
> O=C(N/C(=C\c1ccc([N+](=O)[O-])cc1)C(=O)N1CCCCC1)c1ccco1
    7	4	0	-25	-4	-9	4	1	-9
> COc1cccc(C(=O)c2c(-c3ccccc3)ncc3cc(OC)c(OC)cc23)c1
    1	8	1	x	11	x	-6	x	x
> CC(C)(C)C(=O)C[n+]1cccc(C(N)=O)c1
    2	-8	-9	2	-12	-7	11	-2	-8
> OCn1c2ccccc2c2ccccc21
    0	-7	-6	5	1	-11	-33	-5	9
> Cc1ccc(S(=O)(=O)N2CCCCC2)cc1NC(=O)COC(=O)CNC(=O)c1cc(Cl)cc([N+](=O)[O-])c1
    1	3	0	-15	7	-15	16	-2	-20
> Clc1ccc(CSc2ncnc3nc[nH]c23)cc1
    2	-6	-1	-6	-2	-4	14	-2	13
> O=C(CSc1nc(Cc2ccccc2)nc2ccccc12)c1ccc2c(c1)OCCO2
    -101	8	0	-12	-2	3	4	-2	30
> Cc1ccc(NC(=O)C2CCCN2c2nn3c(=O)cc(C)nc3s2)cc1 (stereo not drawn)
    1	3	7	9	4	-4	5	9	0
> C=CCN1C(=O)/C(=C/c2ccc(-c3ccc(F)cc3)o2)SC1=S
    -27	5	1	3	9	2	23	1	-134
> Cc1ccc(NS(=O)(=O)c2ccc(CCC(=O)NCc3cccnc3)cc2)cc1
    2	-13	-8	-7	-2	-9	5	0	-1
> Cc1ccc(OC(=O)CCc2c(C)nc3ncnn3c2C)cc1
    2	-13	6	0	-6	3	15	-1	0
> CCc1ccc(CN(C(=O)c2ccco2)C2CCS(=O)(=O)C2)cc1 (stereo not drawn)
    0	-4	-11	-20	-6	-8	20	0	0
> Cc1ccc(-c2onc3ccc(C4OCCO4)cc23)cc1
    -2	15	-8	-25	-6	-8	2	-3	-11
> N#Cc1cc2c(nc1Cl)CCC2
    -1	-5	-3	1	5	-7	21	-3	-8
> CCCNc1nc(C)c(C(C)=O)cc1C#N
    3	8	-5	2	-7	4	-22	-1	-1
> O=C(CSc1ccc(-c2ccccc2)nn1)Nc1ccc2c(c1)OCCO2
    0	32	2	-12	21	-3	4	-1	-1
> CC1(C)CC(=O)C2=C(C1)N=C1SCCC(=O)N1C2c1cccc([N+](=O)[O-])c1 (stereo not drawn)
    -4	-18	3	4	12	0	-21	-4	-1
> CC1CCc2nc(N)c(C#N)c(-c3cccn3C)c2C1 (stereo not drawn)
    -24	6	-1	-6	-2	7	-486	1	-1
> CCOc1ccc(-c2csc(/C(C#N)=C\c3ccc(O)c([N+](=O)[O-])c3)n2)cc1
    16	-4	-1	-11	-8	-4	34	0	-111
> FC(F)(F)c1nnc2ccc(Sc3ccccn3)nn12
    1	3	10	9	-14	5	3	1	-4
> CCOC(=O)C(Cc1ccccc1)C(=O)Nc1ccc(N(CC)CC)cc1 (stereo not drawn)
    1	26	-3	11	-2	3	8	-1	-10
> COc1ccc(N2CCN(C(=O)c3cc(=O)c4cc(C)c(C)cc4o3)CC2)cc1
    -1	8	2	18	0	3	11	-2	-4
> COc1ccc(/C=N\NC(=O)c2sc(N)nc2C)cc1OC
    0	1	1	4	3	4	-462	-2	102*
> O=C(NCCc1ccccc1)C1CCC(CNS(=O)(=O)c2ccccc2)CC1 (stereo not drawn)
    0	-5	-15	-6	-5	-12	10	-3	-1
> NS(=O)(=O)c1ccc(NC(=O)COC(=O)CSCc2ccc(F)cc2)cc1
    4	3	-4	3	-5	4	3	3	0
> O=C1CN(c2ccccc2)C(=S)N1c1ccccc1
    2	-16	-10	-29	-4	3	1	-3	5
> CCCOC(=O)Nc1sc2c(c1C(=O)OCC)CCC2
    -3	17	2	-3	3	-6	-1	3	7
> COc1ccccc1C(=O)COC(=O)c1ccc(-n2cnnn2)cc1
    0	12	-10	-14	-5	-21	-7	5	2
> COc1ccc(C(=O)OCC(=O)NCC2CCCCC2)c(OC)c1
    -1	10	-8	-6	-4	-2	5	9	2
> CCC1CCCCN1C(=O)COC(=O)c1ccc(Br)o1 (stereo not drawn)
    -1	2	5	-4	-3	-3	-1	4	7
> CC(C)(C)c1cc(C(c2cccnc2)N2CCN(CCO)CC2)cc(C(C)(C)C)c1O (stereo not drawn)
    1	49	9	-9	13	-1	-1	-4	15
> CC(OC(=O)CCc1nc(=O)c2ccccc2n1C)C(=O)NCc1ccc2c(c1)OCO2 (stereo not drawn)
    1	5	0	-16	3	0	11	0	1
> CCOC(=O)C1=C(C)NC(=S)NC1c1ccsc1 (stereo not drawn)
    0	4	-3	-14	3	2	20	-1	10
> CC1=CC(c2ccc(Cl)cc2)n2nc(NS(=O)(=O)c3ccc(C)cc3)nc2N1 (stereo not drawn)
    -31	-14	2	-1	2	4	-303	-2	9
> NNC(=O)c1ccc(CSc2cccc3cccnc23)cc1
    0	-7	5	-19	-18	-12	-434	0	5
> COc1ccc(CC(=O)Nc2cccc(S(=O)(=O)N3CCCC3)c2)cc1OC
    -2	-7	0	10	-1	3	-2	-1	-5
> O=C1C2ON(c3ccccc3)C(c3cccnc3)C2C(=O)N1c1ccccc1 (stereo not drawn)
    3	-8	-3	-17	0	-4	19	-1	-3
> COc1cccc2cc(C(=O)NCc3ccc(C)cc3)c(=O)oc12
    1	0	4	0	-2	-4	-42	-2	7
> O=C(CSCc1ccc(F)cc1)NCc1ccc2c(c1)OCO2
    -4	-7	-2	-2	5	2	4	3	3
> Cc1cc(NS(=O)(=O)c2ccc(NC(=O)C(C)Oc3cccc(C)c3C)cc2)nc(C)n1 (stereo not drawn)
    2	-24	-4	-3	0	-4	8	-4	2
> CCOC(=O)c1ccc(S(=O)(=O)N2CCNCC2)cc1
    5	-12	4	-6	0	-3	10	0	4
> CCN1CCN(c2cc(C)c3cc(NC(=S)NCCCN4CCc5ccccc5C4)ccc3n2)CC1
    -20	26	8	17	-2	-1	-364	-7	36
> CCc1cc(C(=O)NNC(=S)NCC2CCCO2)cs1 (stereo not drawn)
    3	-3	-4	-9	-4	-3	16	-1	6
> CCc1ccccc1NC(=O)c1cc2sccc2n1C
    1	17	9	-3	-3	1	8	-1	2
> CN(C)CCCOc1ccc(C(C)(C)c2ccccc2)cc1
    3	1	9	5	-3	-1	9	-6	13
> CCOC(=O)N1[C@@H]2C=C(C)[C@@H]2[C@@H]2[C@@H](C)C(=O)N21
    1	0	5	-21	-8	4	9	-3	-1
> COc1cc(C(=O)N2CCN(S(=O)(=O)c3cccs3)CC2)cc(OC)c1C
    0	-3	-5	-11	-4	-9	3	-4	-18
> CCOC(=O)c1cnc(-n2cc(C)cn2)nc1Nc1ccccc1OCC
    0	8	5	-13	-1	-7	15	-6	5
> COc1cccc(/C=C/C(=O)OCC(=O)N(C)CC(=O)Nc2ccccc2Cl)c1OC
    2	7	-8	-24	-1	-13	-294	-2	-4
> O=C1c2ccccc2C(=O)N1OCCOCCOCCON1C(=O)c2ccccc2C1=O
    2	10	2	-14	1	1	9	-3	6
> O=C(O)c1cc([N+](=O)[O-])ccc1Oc1ccccc1
    0	-7	x	x	-1	x	7	x	x
> CCCCCCN1C=CC=C/C1=C/C=C(C#N)C#N
    -17	28	-3	-2	1	-4	50*	0	-67
> Cc1occc1C(=O)Nc1nnc(-c2cccs2)s1
    -12	10	47	36	-4	8	-394	-3	2
> COc1ccc(NC(=O)NCCc2cccc(Cl)c2)cc1OC
    0	1	4	-12	5	0	14	3	2
> Cc1cccc(NC(=O)CSc2c3c(nc4ccccc24)CCC3)n1
    -2	3	-1	4	-28	-5	2	3	20

No new results follow: an excerpt of the list.
Values run as follows: SENP1 FRET inh	PfGluPho inh	SENP7 block	SENP6 inh	HKDC1 inh	SENP8 block-1	SENP8 block-2	beta cell repl	UBC13 inh
> COc1ccc(NC(=O)NCCc2cccc(Cl)c2)cc1OC
    0	1	4	-12	5	0	14	3	2
> Cc1cccc(NC(=O)CSc2c3c(nc4ccccc24)CCC3)n1
    -2	3	-1	4	-28	-5	2	3	20

Gathered by group: the entries above containing an aryl methoxy group (11)
Values run as follows: SENP1 FRET inh	PfGluPho inh	SENP7 block	SENP6 inh	HKDC1 inh	SENP8 block-1	SENP8 block-2	beta cell repl	UBC13 inh
> COc1ccc(NC(=O)CN(C)S(=O)(=O)c2ccccc2)cc1OC
    2	-6	6	-11	-7	5	20	0	8
> COc1cccc(C(=O)c2c(-c3ccccc3)ncc3cc(OC)c(OC)cc23)c1
    1	8	1	x	11	x	-6	x	x
> COc1ccc(N2CCN(C(=O)c3cc(=O)c4cc(C)c(C)cc4o3)CC2)cc1
    -1	8	2	18	0	3	11	-2	-4
> COc1ccc(/C=N\NC(=O)c2sc(N)nc2C)cc1OC
    0	1	1	4	3	4	-462	-2	102*
> COc1ccccc1C(=O)COC(=O)c1ccc(-n2cnnn2)cc1
    0	12	-10	-14	-5	-21	-7	5	2
> COc1ccc(C(=O)OCC(=O)NCC2CCCCC2)c(OC)c1
    -1	10	-8	-6	-4	-2	5	9	2
> COc1ccc(CC(=O)Nc2cccc(S(=O)(=O)N3CCCC3)c2)cc1OC
    -2	-7	0	10	-1	3	-2	-1	-5
> COc1cccc2cc(C(=O)NCc3ccc(C)cc3)c(=O)oc12
    1	0	4	0	-2	-4	-42	-2	7
> COc1cc(C(=O)N2CCN(S(=O)(=O)c3cccs3)CC2)cc(OC)c1C
    0	-3	-5	-11	-4	-9	3	-4	-18
> COc1cccc(/C=C/C(=O)OCC(=O)N(C)CC(=O)Nc2ccccc2Cl)c1OC
    2	7	-8	-24	-1	-13	-294	-2	-4
> COc1ccc(NC(=O)NCCc2cccc(Cl)c2)cc1OC
    0	1	4	-12	5	0	14	3	2

Some values from above:
PfGluPho inh, `FC(F)(F)c1nnc2ccc(Sc3ccccn3)nn12` is entered as 3
HKDC1 inh, `COc1cccc(C(=O)c2c(-c3ccccc3)ncc3cc(OC)c(OC)cc23)c1` is entered as 11

Screening results (PubChem)
